hiPSC survival: enhancers of single-cell hiPSC survival, primary screen, ATPlite luminescence; 100% = ROCK inhibitor wells, 0% = DMSO; survival enhancement, % at 20 µM; 0.044% of 360,000 active; in the data active = survival enhancement above about 18%;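 note: cells exposed to compounds for 16 hours before the ATP read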
ABCB6 inh 2: ABCB6 transporter inhibitors, primary screen, K562-ABCB6 cells, flow cytometry, MLPCN library; ATP-binding cassette sub-family B member 6 (Homo sapiens), Q9NP58; K562-ABCB6 porphyrin accumulation, 1 h; stronger effect = lower value; fluorescence ratio to DMSO, % at 10 µM; 0.19% of 360,000 active; AID 602162, 2011;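 active = fluorescence ratio to DMSO below 75%, the collection mean minus 3 SD; inconclusive = too few cells collected in the well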;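 note: signal is porphyrin accumulated inside mitochondria; 100% equals median channel fluorescence of DMSO control wells; lower ratio means ABCB6 inhibition with less porphyrin fluorescence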
Glyco luc inh: increase of ERlucT glycosylation luciferase signal, primary screen, N-linked glycosylation inhibitor project, D54 ERlucT cells, luminescence, set 2; D54 ERlucT glycosylation luciferase reporter, 24 h; percent of 100 nM tunicamycin response; reporter increase, % at 12.5 µM; 0.23% of 360,000 active;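 active = mean luciferase reporter signal, scaled so untreated is 0 and the glycosylation-blocking control 100, at or above a set limit in every replicate; inconclusive = mean reaches the limit but not every replicate does; inactive = mean below the limit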;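 note: luciferase carries N-glycosylation sites so blocking glycosylation raises the light; 0% = median of neutral control wells and 100% = median of 100 nM tunicamycin wells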
Cardio protect: cardioprotection against H2O2-induced cell death, primary screen, uHTS, H9c2 cells, ATPLite luminescence; 0.63% of 360,000 active; protection from H2O2 cell death, % at 20 µM; H9c2 cardiomyocytes, H2O2 injury protection, 2 h;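 active = compounds giving at least 50% protection of heart cells from peroxide-induced death in the single-dose screen, raw or plate-pattern-corrected value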;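 note: 0% = DMSO wells with peroxide and 100% = DMSO wells without peroxide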
Vif imaging: HIV Vif self-association inhibitors, primary screen, imaging, HEK293T, single point. HEK293T cells, Vif self-association by quenched fluorescence, 24 h. inhibition, % at 7.49 µM. 0.35% of 340,000 active. AID 602346, 2012; in the data active = inhibition above about 50%, passing the limit was not always enough; inconclusive = no clear call, values can overlap the other calls; inactive = below about 31%; note: some results filed as inactive read as strong as hits
aDG glyco act: activators of alpha-DG glycosylation, primary screen, uHTS, Pro5-aDG cells, AlphaScreen; alpha-DG glycosylation AlphaScreen (IIH6); 0% Pro5, 100% B10-LARGE cell signal; activation, % at 10 µM; 0.22% of 360,000 active; AID 624168, 2012;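 active = activation of at least 8% versus controls, or a plate z-score of at least 8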;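 note: Pro5 are CHO cells carrying HIG-tagged alpha-DG that lacks glycosylation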
Exocytosis inh: LAMP-1 surface exposure blockers, TALL-104 cells – cell-based, flow cytometry, MLPCN library, primary screen. inhibition, % at 10 µM. 0.66% of 360,000 active. TALL-104 LAMP-1 surface exposure; cells stimulated with thapsigargin and PMA;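 active = inhibition above about 55%, limit read from the data; inconclusive = no clear call, values can overlap the other calls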
CaV13 FRET inh: Primary screen for inhibitors of IQ motif and Ca2+-dependent inactivation inhibitor domain binding in CACNA1D, Förster resonance energy transfer in living cells, …. HEK cells, CFP/YFP FRET ICDI-IQ, plate reader, 10 min; percent FRET-ratio fall versus neutral wells. inhibition, % at 12.3 µM. 0.098% of 340,000 active;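 active = mean replicate inhibition of at least 30% and at least 1% of replicates passing that level; inconclusive = only one of the two criteria is met; inactive = neither criterion is met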;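 note: 0% = median of the neutral control wells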
HTR2A ag: mouse Htr2a agonists via beta-arrestin recruitment, primary screen, cell-based, luminescence; 5-hydroxytryptamine receptor 2A (Mus musculus), P35363; CHO-K1 mHTR2A beta-arrestin complementation; percent of 30 µM serotonin response; activation, % at 7.6 µM; 0.66% of 360,000 active; AID 624169, 2012;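 active = activation above a run cutoff, the mean activation of all tested compounds plus 3 SD, cut at about 14% in these data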;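 note: 0% = plate median of compound wells and 100% = 30 µM serotonin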
Target sequence (P35363 whole entry, looked up): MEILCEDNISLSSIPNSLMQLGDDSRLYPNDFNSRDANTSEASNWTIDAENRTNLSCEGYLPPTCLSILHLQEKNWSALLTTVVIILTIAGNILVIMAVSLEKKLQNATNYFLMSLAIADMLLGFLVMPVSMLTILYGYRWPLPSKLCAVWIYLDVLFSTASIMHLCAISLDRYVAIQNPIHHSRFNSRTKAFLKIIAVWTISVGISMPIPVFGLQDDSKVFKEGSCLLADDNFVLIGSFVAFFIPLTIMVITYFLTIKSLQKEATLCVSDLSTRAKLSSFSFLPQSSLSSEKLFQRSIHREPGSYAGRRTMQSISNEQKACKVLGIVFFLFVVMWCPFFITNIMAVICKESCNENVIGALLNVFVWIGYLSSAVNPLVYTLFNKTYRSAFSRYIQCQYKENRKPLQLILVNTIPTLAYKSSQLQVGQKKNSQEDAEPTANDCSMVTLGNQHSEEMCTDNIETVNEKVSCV
PDI inh: inhibitors of human PDI, primary screen, biochemical, turbidity, single point, plate reader; 0.052% of 350,000 active; inhibition, % at 10 µM; AID 588391, 2011; PDI insulin aggregation turbidity, A650, 90 min;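 active = mean inhibition across replicates of 30% or more, whatever share of single replicates reach that level; inconclusive = mean inhibition below 30% while every single replicate reaches 30%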;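 note: absorbance from insulin aggregation driven by PDI reduction with DTT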
Target sequence (P07237 whole entry, looked up): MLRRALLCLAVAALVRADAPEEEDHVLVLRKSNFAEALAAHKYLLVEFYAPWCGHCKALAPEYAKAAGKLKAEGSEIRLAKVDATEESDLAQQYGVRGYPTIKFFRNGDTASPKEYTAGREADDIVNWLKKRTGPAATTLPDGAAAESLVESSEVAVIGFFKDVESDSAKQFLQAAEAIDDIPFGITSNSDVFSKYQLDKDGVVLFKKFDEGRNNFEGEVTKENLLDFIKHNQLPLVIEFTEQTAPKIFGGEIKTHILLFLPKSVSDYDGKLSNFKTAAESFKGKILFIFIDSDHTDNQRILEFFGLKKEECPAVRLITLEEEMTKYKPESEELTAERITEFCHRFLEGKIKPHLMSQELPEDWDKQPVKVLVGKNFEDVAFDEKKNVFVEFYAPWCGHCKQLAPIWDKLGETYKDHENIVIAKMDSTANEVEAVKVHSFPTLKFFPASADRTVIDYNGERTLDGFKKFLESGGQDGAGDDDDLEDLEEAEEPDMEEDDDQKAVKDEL
An asterisk follows results filed as active; ? = inconclusive; · = no result given.

SMILES	hiPSC survival	ABCB6 inh 2	Glyco luc inh	Cardio protect	Vif imaging	aDG glyco act	Exocytosis inh	CaV13 FRET inh	HTR2A ag	PDI inh
O=C(O)c1cnn(-c2ccccc2)c1-c1ccccc1	2.5	96	0	0	2	0.1	-1	-4	1	-1
COc1ccc(S(=O)(=O)Nc2nc3c(s2)CCCC3)cc1	-1.1	96	-3	6	1	1.7	-1	-6	-1	-6
O=C(CNS(=O)(=O)c1ccccc1)NCC(=O)OCc1ccc(Cl)cc1	-0.4	98	1	1	-4	-0.1	3	-5	1	1
Cc1cc(C(=O)CSc2nc3ccccc3c(=O)[nH]2)c(C)n1CC1CCCO1 (configuration not stated)	1.5	85	-9	-14	7	8.0	2	-10	2	3
CCOC(=O)CCc1c(C)c(C#N)c2nc3ccccc3n2c1-n1ccnc1C	-3.5	96	4	6	9	0.0	-3	-4	-1	2
Cc1ccccc1C1NC(c2ccccc2C)C(C)C(=O)C1C (configuration not stated)	0.2	103	0	-10	-2	0.2	27	-2	8	-2
O=C(Cn1[nH]c(=O)c2ccccc2c1=O)Nc1ccc2c(c1)CCC2	2.8	98	1	29	1	-0.3	-1	-5	-2	-2
CCCCCCCNc1nc(Cl)nc(NCCO)n1	-4.4	99	-4	-10	-1	0.1	1	-2	7	-11
CC(NC(=O)C1CCCCC1)C(c1cccs1)N1CCOCC1 (configuration not stated)	-1.1	98	1	6	6	-0.1	0	-7	-2	·
CCOC(=O)C(CC)Sc1ncnc2c1nnn2-c1ccc(F)cc1 (configuration not stated)	-1.3	105	0	-8	-2	0.0	-2	·	-4	-2
CCC(=O)Nc1ccc(NC(=O)c2ccccc2Cl)nc1	-2.1	92	2	4	-3	-0.1	-4	-1	-1	5
Nn1c(SCC(=O)N2CCN(S(=O)(=O)c3ccccc3)CC2)nnc1-c1cccs1	4.2	100	2	4	7	-0.5	0	·	1	14
CNC(=O)c1[nH]cnc1C(=O)Nc1ccccn1	-0.3	99	6	4	-3	-0.2	1	-1	2	-4
CCOC(=O)C1CCCN(C(=O)c2cn(CC(C)C)c(=O)c3cc(OC)c(OC)cc23)C1 (configuration not stated)	-3.2	102	2	6	6	0.5	-4	-4	-3	-1
Cc1oc(-c2cccc(C(F)(F)F)c2)nc1CN1CCN(c2ccccn2)CC1	2.4	99	2	-7	4	0.2	-3	-6	1	-14
CCOc1ccc(CN2CCN(C(=O)c3cccc(F)c3)CC2)cc1	-2.0	93	0	0	-17	0.0	-4	-9	5	-1
CCc1nn(CCCC(=O)N2CCN(c3cccc(C)c3C)CC2)c(=O)c2cc3occc3n12	-0.2	98	1	5	1	0.7	2	-16	-6	-7
COc1cc(C2C=C(c3cccs3)Nc3ncnn32)cc(OC)c1OC (configuration not stated)	0.6	98	7	-2	2	0.0	0	·	3	-1
O=C(NCC1CC1)c1onc(CSc2ccncc2)c1C(=O)NCC1CC1	0.2	98	-2	7	0	0.6	-10	-9	0	2
Cc1ccc(NC(=O)c2ccccc2NS(=O)(=O)c2ccc(Cl)s2)cc1	1.3	95	-3	-20	-13	1.1	2	-3	0	-8
COc1ccc2ccccc2c1C1CC(=O)N2CN(Cc3ccco3)CSC2=C1C#N (configuration not stated)	-1.1	97	0	-8	-4	-0.2	16	-14	-5	·
CCCN(CC1CC1)C(=S)NC(=O)c1ccc(S(=O)(=O)N2CCOCC2)cc1	-0.1	104	3	0	-3	0.4	3	-6	-7	1
Cc1ccc(S(=O)(=O)N2[C@@H](Cc3ccccc3)CO[C@H]2CC(=O)c2ccccc2)cc1	·	·	·	·	·	-0.2	4	-11	-1	·
CN1CCN(C(=O)C2=C[C@@H](C3CC3)C[C@@H](OCc3ccc(CO)cc3)O2)CC1	0.2	100	3	7	2	0.0	-4	-11	-5	-2
COc1cc(N)c(Cc2nccc3cc(OC)c(OC)cc23)cc1OC	-1.5	103	4	-10	-8	0.0	0	-5	0	-1
Cc1cccc(NS(=O)(=O)c2ccc(OCC(=O)N3CCCC3)cc2)c1	-0.3	98	-1	-4	-5	-0.2	0	-7	-1	4
CC(=O)N1c2ccc([N+](=O)[O-])cc2NC(=O)CC1C (configuration not stated)	2.0	91	2	5	13	-0.2	-1	-15	3	-4
O=C(Nn1c(-c2ccncc2)nc2ccccc2c1=O)c1ccc([N+](=O)[O-])cc1Cl	2.7	94	-1	-2	-1	0.5	-3	-5	5	-6
O=C(NC1CCS(=O)(=O)C1)c1ccc(S(=O)(=O)N2CCCC2)cc1 (configuration not stated)	-0.5	102	3	1	-4	-0.1	-2	-5	-9	-7
CCOc1ccccc1NC1c2ccccc2C(=O)N1c1cccnc1 (configuration not stated)	-2.7	94	1	0	-16	0.9	-2	-5	-1	-5
COC(=O)c1ccc(/C=C/C(=O)O)cc1	-0.4	99	-1	6	-15	0.0	-4	2	3	-1
O=C(Nc1ccccc1)c1cccc(S(=O)(=O)Nc2ccccn2)c1	0.0	105	0	14	4	-0.1	2	-7	0	-2
COc1ccc(OCc2nc3ccc(S(=O)(=O)Nc4ccccc4Cl)cc3[nH]2)cc1	2.5	100	-2	-1	1	0.5	0	-6	-8	2
CC1(C)CC(=O)C=C(N2CCCC2)C1	0.9	97	3	5	6	-0.1	4	-6	-3	-1
COC(=O)c1c(C)nc2ccccc2c1-c1ccccc1	-1.4	97	2	1	-5	0.1	10	-6	0	-3
CCN(C(=O)COC(=O)CCOc1ccccc1C)c1c(N)n(Cc2ccccc2)c(=O)[nH]c1=O	0.7	94	3	3	19	0.5	0	-7	-3	16
COc1cc(/C=N/Nc2ccc(S(N)(=O)=O)cc2)cc(OC)c1OC	-1.4	97	3	25	3	0.2	-1	0	-1	12
CC1=C(C(=O)Nc2cccc(C(=O)NC(C)c3ccccc3)c2)SCCO1 (configuration not stated)	-2.6	96	-1	0	-1	-0.1	-3	-10	0	-2
COc1ccc(C(=O)NCC(c2ccccc2)c2ccccc2)cc1S(=O)(=O)N1CCOCC1	-0.1	101	0	13	-3	-0.2	-20	-2	-7	0
CCN1C(=O)[C@@H]2[C@@H](c3ccc(-c4ccc(F)cc4)c(OC)c3)N3CCC[C@@]3(C(=O)OC)[C@@H]2C1=O	1.1	99	-3	4	3	-0.2	-4	-4	-7	6
Cc1ccccc1NC(=O)Nc1ccc2c(c1)CCC2	-0.3	94	-1	-9	-8	0.5	-2	-6	3	3
Cc1oc(-c2ccccc2F)nc1CSCC(=O)NC1CCC(C)CC1 (configuration not stated)	-0.4	93	1	-9	-11	0.6	19	-3	1	-1
NC(=O)[C@H](Cc1cc2ccccc2s1)NC(=O)[C@@H]1CC2(CC(c3cccc(NC(=O)[C@@H]4CCC(=O)N4)c3)=NO2)CN1C(=O)/C=C/c1c(F)cccc1Cl (some centres not stated)	1.4	95	0	-5	-3	-0.3	1	·	0	7
CCOc1ccc(Oc2ccc(NS(=O)(=O)c3ccc(CCC(=O)O)cc3)cc2)cc1	6.2	105	2	-2	·	-0.3	-1	-17	4	-3
COc1ccc(Nc2nc(N3CCN(C)CC3)nc3ccccc23)c(OC)c1	-0.6	97	12	27	9	0.0	-2	-5	16*	-5
COC(=O)[C@H](Cc1ccccc1)NC(=O)NCc1cccs1	0.4	84	4	1	45	-0.1	-1	-6	7	10
CSc1nc(N(C)C)c2ccccc2n1	0.8	94	-1	-3	0	1.1	-1	-2	-4	-58
Nc1ccc(S(=O)(=O)NN=CC=Cc2ccccc2[N+](=O)[O-])cc1	-1.3	88	-1	2	24	0.6	-9	-6	-6	1
Cc1ccc(C)c(CSC2=NCCN2S(=O)(=O)c2ccccc2)c1	-0.6	92	1	-6	·	0.3	8	-6	-5	-1
COc1ccc(S(=O)(=O)NCC2CCCN(Cc3cn(C)nc3C)C2)cc1 (configuration not stated)	0.5	96	2	-4	?	-0.3	2	-5	-5	10
C=CCN=C1S/C(=C/c2cccc([N+](=O)[O-])c2)C(=O)N1CC=C	0.5	93	3	16	4	-0.2	5	18	4	-1
O=C1N[C@H](Cc2ccccc2)COC(=O)[C@@H](Cc2ccc(F)cc2)CC/C=C/C[C@H]1CC(=O)N(CCO)Cc1ccccc1	4.3	96	2	42	-6	0.5	-4	-12	-9	3
CN1OC[C@@H]2CN[C@H](c3ccc(-c4cccc(F)c4)cc3)C[C@@H]21	-1.3	97	-5	6	·	-0.2	1	-3	-7	2

Sorted by number of heavy atoms (rising): part of the list above
SMILES	hiPSC survival	ABCB6 inh 2	Glyco luc inh	Cardio protect	Vif imaging	aDG glyco act	Exocytosis inh	CaV13 FRET inh	HTR2A ag	PDI inh
COC(=O)[C@H](Cc1ccccc1)NC(=O)NCc1cccs1	0.4	84	4	1	45	-0.1	-1	-6	7	10
Cc1oc(-c2ccccc2F)nc1CSCC(=O)NC1CCC(C)CC1 (configuration not stated)	-0.4	93	1	-9	-11	0.6	19	-3	1	-1
COc1ccc(S(=O)(=O)NCC2CCCN(Cc3cn(C)nc3C)C2)cc1 (configuration not stated)	0.5	96	2	-4	?	-0.3	2	-5	-5	10
NC(=O)[C@H](Cc1cc2ccccc2s1)NC(=O)[C@@H]1CC2(CC(c3cccc(NC(=O)[C@@H]4CCC(=O)N4)c3)=NO2)CN1C(=O)/C=C/c1c(F)cccc1Cl (some centres not stated)	1.4	95	0	-5	-3	-0.3	1	·	0	7

No new results follow: 3 of the compounds above.
SMILES	hiPSC survival	ABCB6 inh 2	Glyco luc inh	Cardio protect	Vif imaging	aDG glyco act	Exocytosis inh	CaV13 FRET inh	HTR2A ag	PDI inh
O=C(O)c1cnn(-c2ccccc2)c1-c1ccccc1	2.5	96	0	0	2	0.1	-1	-4	1	-1
COc1ccc(S(=O)(=O)Nc2nc3c(s2)CCCC3)cc1	-1.1	96	-3	6	1	1.7	-1	-6	-1	-6
O=C(CNS(=O)(=O)c1ccccc1)NCC(=O)OCc1ccc(Cl)cc1	-0.4	98	1	1	-4	-0.1	3	-5	1	1

Source: PubChem BioAssay
